# Screens deposited in PubChem by National Center for Advancing Translational Sciences (NCATS).
# TGFb SMAD3 inh = qHTS for Inhibitors of TGF-b; Potency, µM (titrated, usually from 46.1 µM), without a hit: at the highest dose activity, negative = inhibition, most hits filed as inhibitors; 410,000 tested, 1.2% active; AID 588855, 2011; HepG2 CAGA-GFP TGF-b/SMAD3 reporter, GFP fluorescence, 18 h; TGF-beta stimulated, 500 pg/mL final; note: % is set by controls: 0 for no effect and ±100 for the full control effect; nearly all actives have a fitted effect of over 65% in size
#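 Cell-based qHTS in HEPG2 carrying a CAGA-GFP Smad reporter; compounds added before 500 pg/mL final TGF-beta, 18 h incubation at 37 degrees C, GFP fluorescence quantified per cell by imaging cytometry.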
# A549 tox = Nrf2 qHTS screen for inhibitors: counterscreen for cytotoxicity; Potency, µM (titrated, usually from 46 µM), without a hit: top-dose activity change, negative = cytotoxicity, usual class: inhibitors; 390,000 tested, 0.16% active; A549 ARE-Fluc cells, CellTiter-Fluor viability, 18-24 h; note: % is set by controls: 0 for no effect and ±100 for the full control effect
#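 Cytotoxicity counterscreen: CellTiter-Fluor fluorescence was measured in A549 ARE_Fluc cells after 18-24 h of compound exposure in a concentration series. The subsequent BugLite luminescent read reports ARE-luciferase activity.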
# Nrf2 block = Nrf2 qHTS screen for inhibitors. Potency, µM (doses to about 46 µM), for inactives: top-dose activity change, negative = inhibition, usual class: inhibitors. A549 ARE-Fluc reporter, luciferase luminescence, 18-24 h. AID 504444, 2011. 360,000 tested, 2.1% active; note: % is set by controls: 0 for no effect and ±100 for the full control effect; nearly all actives have a fitted effect of over 60% in size
#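 Nrf2 activity is the BugLite luminescence, read 15 min after reagent at room temperature, following CellTiter-Fluor cytotoxicity readout (30 min, 37C). Compound titrations were applied for 18-24 h to 5000 A549 ARE_Fluc cells/well in 5% FBS OPTI-MEM.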
# HepG2 viability = qHTS for Inhibitors of TGF-b: Cytotox Counterscreen. HepG2 CAGA-GFP viability, ATP luminescence, 18 h. Potency, µM (highest dose often 46.1 µM), without a hit: top-dose activity change, negative = cytotoxicity, hits mostly cytotoxic. 410,000 tested, 0.76% active. AID 588856, 2011; note: some results filed as inactive show a strong effect at the top dose
#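 CellTiter-Glo luminescence gave cytotoxicity after 18 hours at 37 degrees C. The cells were HepG2 CAGA-GFP in 1% FBS DMEM, stimulated with 500 pg/mL TGF-beta after compound addition. %Activity was normalised to no-cell wells (complete cell-killing) and DMSO (no toxicity), and curves were fitted and classified.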
# S2 tox = Viability Counterscreen for Primary qHTS for Inhibitors of ATXN expression. S2 cells (HEK-293 line with an ATXN2-luciferase reporter) viability, CellTiter-Fluor protease fluorescence, 24 h. Potency, µM (titrated, usually from 56.7 µM), most hits filed as cytotoxic. 400,000 tested, 0.49% active. AID 651635, 2014; note: nearly all actives have a fitted effect of over 40% in size
# EPAC2 antag = qHTS for Antagonist of cAMP-regulated guanine nucleotide exchange factor 2 (EPAC2): primary screen | EPAC2 GEF exchange of Rap1B-BODIPY-GDP, fluorescence | 360,000 tested, 0.18% active | AID 720708, 2013 | Potency, µM (doses to about 114 µM), for the others: top-dose activity, negative = inhibition, actives largely listed as inhibitors; note: % is set by controls: 0 for no effect and ±100 for the full control effect; nearly all actives have a fitted effect of over 45% in size; many of its hits are not listed in these tables
# Target sequence (Q8WZA2 whole entry, looked up): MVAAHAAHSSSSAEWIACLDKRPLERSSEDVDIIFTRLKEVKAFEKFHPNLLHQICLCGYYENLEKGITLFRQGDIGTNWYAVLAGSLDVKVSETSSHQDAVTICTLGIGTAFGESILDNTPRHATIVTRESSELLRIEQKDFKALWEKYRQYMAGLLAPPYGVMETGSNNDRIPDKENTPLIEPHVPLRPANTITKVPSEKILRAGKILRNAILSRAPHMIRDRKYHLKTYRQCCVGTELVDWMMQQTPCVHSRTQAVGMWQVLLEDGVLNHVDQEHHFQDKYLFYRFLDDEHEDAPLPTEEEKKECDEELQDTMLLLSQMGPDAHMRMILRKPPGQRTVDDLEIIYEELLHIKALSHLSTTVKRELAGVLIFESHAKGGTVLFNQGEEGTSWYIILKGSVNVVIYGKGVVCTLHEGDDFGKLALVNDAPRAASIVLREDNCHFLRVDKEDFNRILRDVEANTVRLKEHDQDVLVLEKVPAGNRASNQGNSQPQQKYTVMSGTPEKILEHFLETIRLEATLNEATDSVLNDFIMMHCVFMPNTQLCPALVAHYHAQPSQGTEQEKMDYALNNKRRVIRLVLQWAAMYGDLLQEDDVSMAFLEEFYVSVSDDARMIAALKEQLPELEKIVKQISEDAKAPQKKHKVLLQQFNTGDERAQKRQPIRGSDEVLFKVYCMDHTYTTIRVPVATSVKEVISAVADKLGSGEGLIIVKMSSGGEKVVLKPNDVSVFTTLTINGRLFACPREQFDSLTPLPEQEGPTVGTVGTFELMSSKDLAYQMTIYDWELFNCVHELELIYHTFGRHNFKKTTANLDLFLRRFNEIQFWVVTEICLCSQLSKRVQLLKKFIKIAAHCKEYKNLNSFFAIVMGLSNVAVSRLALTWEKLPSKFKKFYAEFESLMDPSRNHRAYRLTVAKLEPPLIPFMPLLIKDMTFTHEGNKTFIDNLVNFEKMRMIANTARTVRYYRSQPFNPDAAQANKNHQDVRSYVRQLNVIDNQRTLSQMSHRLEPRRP
# ATXN2 expr inh = Primary qHTS for Inhibitors of ATXN expression; Potency, µM (top dose mostly 57 µM), without a hit: at the highest dose activity change, negative = inhibition, hits mostly inhibitors; HEK-293 ATXN2-luciferase reporter, luminescence, 24 h; 360,000 tested, 0.72% active; AID 1745845, 2022; note: % is set by controls: 0 for no effect and ±100 for the full control effect; nearly all actives have a fitted effect of over 55% in size
#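 ATXN2-luciferase reporter cells (luciferase flanked by upstream and downstream ATXN2 gene portions) were treated 24 h at 37 °C with compounds at up to 57 uM. SteadyGlo luminescence gave expression; GF-AFC fluorescence gave viability.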
# MCF10A rereplic = A quantitative high throughput screen for small molecules that induce DNA re-replication in MCF 10a normal breast cells; Potency, µM (series often up to 46.1 µM), for the others: at the highest dose activity, positive = re-replication, usual class: activators; AID 624296, 2012; MCF 10A DNA re-replication, Hoechst nuclear intensity, 48 h; 350,000 tested, 2.9% active; note: % of control where 0% means no effect; nearly all actives have a fitted effect of over 50% in size
# Nrf2 ARE act = qHTS of Nrf2 Activators; AREc32 ARE-luciferase reporter (MCF7-derived line), luminescence, 24 h; AID 624171, 2012; Potency, µM (top dose mostly 46.1 µM), inactives show at the top dose activation, usual class: activators; 410,000 tested, 0.31% active; note: % of control where 0% means no effect; nearly all actives have a fitted effect of over 65% in size
#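 Cells of the AREc32 ARE-luciferase line are plated in OPTI-MEM containing 5% FBS and left overnight at 37 deg C. Compounds are pinned in, incubation continues 24 hr, and firefly luciferase signal is then measured.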
# The depositor's hits bear a star; i = inactive; ? = inconclusive; nt = not tested or not shown; & = joins results of further samples; [ ] = another dose, or the depositor's remark. Calls come from the whole dose curve; as a rule, active = well fitted curve in the direction sought with a large enough effect; inconclusive = small, poorly fitted or top-dose-only effect, or another doubt; inactive = no such curve, though single readings can be large; an effect the other way counts as inactive or inconclusive. Potency is the fitted concentration of half-maximal effect. Only part of the results is shown; the hit share may differ from the screen's.
# Order of results: TGFb SMAD3 inh	A549 tox	Nrf2 block	HepG2 viability	S2 tox	EPAC2 antag	ATXN2 expr inh	MCF10A rereplic	Nrf2 ARE act
- O=C(c1ccc([N+](=O)[O-])cc1)N1CCN(C(=O)C2CCCCC2)CC1
→ -2%	-4%	-6%	-9%	i	3%	-14%	3%	0.0%
- COc1ccccc1NC(=O)Nc1nnc(CC(=O)Nc2cccc(C)c2)s1
→ 0%	2%	10%	-8%	i	5%	-21%	17%	0.1%
- Cn1c(NNC(=O)C2CCCCC2)cc(=O)n(C)c1=O
→ 1%	-5%	-1%	-17%	i	-5%	6%	-2%	0.5%
- Cc1ccc(N2C(=O)C(Cc3ccc(O)cc3)NC2=S)cc1C (configuration not stated)
→ 3%	-5%	3%	23%	i	-9%	3%	0%	1.7%
- Cc1cc2oc(C(=O)Nc3nc(-c4ccccc4)ns3)c(C)c2cc1Cl
→ 0%	1%	?	-17%	nt	nt	nt	nt	-0.6%
- Cc1c(Nc2ccc(C=O)cc2)c(=O)n(-c2ccccc2)n1C
→ -2%	3%	-12%	-4%	i	-9%	9%	20%	1.5%
- CCOC(=O)c1c(NC(=O)c2cc(-c3ccc(Cl)cc3)on2)sc2c1CCCC2
→ -7%	-2%	0%	-10%	i	nt	3%	nt	3.0%
- CCC1(C)Cc2ccccc2-c2nc(SC)[nH]c(=O)c21 (configuration not stated)
→ 0%	2%	5%	9%	i	-12%	9%	?	0.0%
- CC1CN(C(=O)c2ccc(NS(=O)(=O)c3cccc(Cl)c3)cc2)CC(C)O1 (configuration not stated)
→ 24%	0%	-20%	2%	i	-7%	-10%	3%	0.3%
- COc1cccc(NC(=O)CCc2nc(-c3cccs3)no2)c1
→ 4%&-10%	3%&1%	11%&8%	1%&-15%	i	10%	-16%	-1%	-0.5%&5.2%
- Cc1ccc(C(=O)NC2CCN(CC(=O)Nc3ccccc3Cl)CC2)cc1
→ -16%	5%	5%	-19%	?	10%	-14%	?	-0.3%
- COc1ccc(C(=O)/C=C/C(=O)N(CC(=O)NC2CCCCC2)Cc2cccs2)c(O)c1
→ ?	?	?	-54%	27µM*	-6%	?	18µM*	0.8%
- CCN1C(=O)c2cccc3c(NC(=O)c4ccc(OC)c(OC)c4)ccc1c23
→ -11%	-13%	-22%	-8%	?	-11%	15%	-2%	24%
- COc1ccc(C(C(=O)NC2CCCC2)N(Cc2cccs2)C(=O)c2ccn[nH]2)cc1OC (configuration not stated)
→ 27%	-3%	0%	10%	i	9%	-12%[11.3 µM]	-3%	-0.4%
- CCCCC(=O)N=c1sc2cc([N+](=O)[O-])ccc2n1C
→ -17%	0%	11%	-5%	i	2%	7%	-4%	11%
- O=C(NCc1ccc(C(F)(F)F)cc1)C1CC(c2ccc(C(F)(F)F)cc2)=NO1 (configuration not stated)
→ -18%	0%	-29%	-24%	i	-17%	-19%	-2%	-0.1%
- CC1(c2ccc3c(c2)OCCCO3)NC(=O)N(CC(=O)Nc2cccc(C#N)c2)C1=O (configuration not stated)
→ -2%	-6%	-6%	13%	?	5%	-5%	2%	-0.8%
- O=C(O)c1ccc(NC(=O)c2cn(-c3ccccc3)nc2-c2cccc(Cl)c2)cc1
→ -2%	-7%	11%	-24%	?	-3%	12%	2%	0.3%
- Cc1ccc(N(CC(=O)Nc2cc(C)cc(C)c2)S(=O)(=O)c2c(C)noc2C)cc1
→ ?	?	7.3µM*	-38%	i	10%	?	?	0.0%
- O=C(CN1CCCC1)NC(=O)NC1CCCC1
→ -2%	6%	1%	5%	i	-4%	-14%	-2%	0.3%
- O=C(Nc1ccc(O)c2c(=O)cc(-c3ccccc3Cl)oc12)c1ccccc1Cl
→ -8%	-1%	-24%	1%	i	4%	-9%	4%&17%	4.5%
- CCCCn1c(N)c(N(CCC(C)C)C(=O)c2cccc(-n3cnnn3)c2)c(=O)[nH]c1=O
→ -4%	-3%	5%	2%	i	-4%	2%	-35%[inhibitor]	-0.9%
- Cc1ccc(SCC(=O)Nc2ccc3c(c2)C(=O)NC3=O)cc1
→ -18%	5%	10%	-29%	i	11%	2%	-3%	-0.7%
- COc1ccc(N2CCN(C(=O)Nc3cn(CC(C)C)c(=O)c4ccccc34)CC2)cc1
→ 1%	-5%	16%	-8%	i	nt	-23%	nt	0.0%
- CCOC(=O)C1CCN(C(=O)Cc2cccc3ccccc23)CC1
→ -1%	-7%	-6%	5%	i	8%	14%	-1%	-0.2%
- NC(=S)Nc1ccc(C(F)(F)F)cc1Cl
→ 24%	-1%	-2%	5%	i	0%	0%	-1%	0.0%
- CC(C)c1cc(C(=O)NC2CCCCC2)no1
→ 2%	0%	16%	-2%	i	1%	47%[activator]	nt	0.5%
- CCc1ccc(C(=O)c2cn(CC(=O)Nc3cc(OC)ccc3OC)c3ccc(C)cc3c2=O)cc1
→ -16%	-5%	5%	5%	i	nt	4%	nt	0.1%
- O=C(CCNC(=O)c1ccc([N+](=O)[O-])cc1)NNC(=O)c1ccncc1
→ -6%	2%	0%	0%	i	1%	-10%	2%	-0.4%
- CCCc1nn(C)c(C(=O)Nc2ccc(Cl)cc2)c1Cl
→ -3%	7%	1%	-27%	nt	0%	-13%	-1%	3.2%
- Cc1cccc(C)c1NC(=O)CN(C)C(=O)CCC(=O)N1CCOCC1
→ 18%	-5%	-3%	1%	i	-3%	3%	0%	-1.0%
- COc1ccc(CNC(=O)c2ccc(-c3ccccc3)cc2)cc1OC
→ -1%	2%	?	3%	i	19%	-30%	19%	0.2%
- COc1ccc(-c2cc(C(F)(F)F)n3nc(C(=O)O)nc3n2)cc1
→ ?	0%	nt	-7%	i	-10%	-6%	2%	-0.2%
- O=C(CCCN=C1NS(=O)(=O)c2ccccc21)OCC(=O)c1ccc(F)c(F)c1
→ -4%	-7%	14%	2%	i	8%	-5%	3%	-0.9%
- NS(=O)(=O)c1ccc(NC(=S)NC(=O)C2CCCC2)cc1
→ 1%	1%	2%	5%	i	4%	10%	-4%	0.1%
- CC(C)(C)c1cc(C(=S)N2CCN(CCO)CC2)cc(C(C)(C)C)c1O
→ -28%	-3%	-24%	2%	i	-3%	-12%	-3%	0.2%
- O=C(CCCC(=O)Nc1ccc(Br)cc1)N/N=C/c1ccccc1
→ 7%	4%	3%	0%	i	1%	3%	0%	-0.4%
- O=C(CCn1c(=O)c2ccccc2n(Cc2ccccc2)c1=O)NC1CCN(Cc2ccccc2)CC1
→ -1%	0%	0%	1%	?	17%	-20%	-13%	-0.7%
- CCOC(=O)c1cc2c(=O)n3ccccc3nc2n(Cc2ccco2)c1=NC(=O)c1cc(C)cc(C)c1
→ -22%	-18%	-17%[9.27 µM]	-42%	i	nt	-25%	nt	3.7%
- COc1ccc2c(C(=O)CN3CCC(C)CC3)c[nH]c2c1
→ 17%	-9%	1%	11%	nt	12%	nt	-1%	0.1%
- O=C(NCc1ccco1)/C(=C\c1cccs1)NC(=O)c1ccco1
→ -10%	3%	-1%	-2%	i	-7%	0%	-3%	0.0%
- CC1(C)Cc2c(C#N)c(N)sc(=S)c2CS1
→ -7%	-11%	nt	3.5µM*	i	-2%	-17%	11%	12%
- C[C@H](CO)N1C[C@H](C)[C@@H](CN(C)C(=O)C2CCCCC2)OCc2cn(nn2)CCCC1=O
→ 3%	nt	nt	1%	i	-2%	12%	nt	-1.1%
- CC12CC(c3ccccc3O1)N(C(=O)c1ccco1)C(=S)N2c1ccc(F)cc1 (configuration not stated)
→ ?	?	16µM*	-59%	i	-4%	-21%	12µM*	-0.1%
- Cc1cc(Cl)cc(Cl)c1OCCCCN(C)C
→ -18%	11%	-9%	-38%	i	0%	-27%	?	0.8%
- CCOc1ccc(NC(=NCc2ccc3c(c2)OCO3)SC2CC(=O)N(c3ccccc3)C2=O)cc1 (configuration not stated)
→ 0%	-9%	-14%	-24%	?	-2%	-35%	?	-0.8%
- CCOC(=O)c1ccccc1NC(=O)[C@@H]1CCCN1C(=O)OC(C)(C)C
→ 13%	-1%	5%	6%	?	-17%	nt	8%	0.4%
- Cc1ccc(-c2cc(C(=O)N/N=C/C=C/c3ccco3)c3ccccc3n2)cc1C
→ -2%	-24%	?	-22%	i	-4%	76%[activator]	?	2.4%
- O=C(Nc1ccccc1)c1ccc(C(=O)Nc2ccccc2)nc1
→ 32%[activator]	-5%	2%	8%	i	14%	32%[activator]	3%	0.5%
- CCOC(=O)c1scc(-c2ccc(C)cc2)c1S(=O)(=O)Nc1ccc(OC)c(Cl)c1
→ ?	5%	8%	-35%	i	nt	-4%	nt	6.1%
- Nc1ncnc2nc(SCC(=O)N3CCN(c4ccccc4)CC3)[nH]c12
→ 14%	-16%	4%	-23%	i	1%	-3%	0%	-0.4%
- CCCCOc1ccc(-c2cn3ccccc3n2)cc1[N+](=O)[O-]
→ -1%	2%	?	-39%	?	-11%	nt	12µM*	4.0%
- COc1ccc(-c2nn(-c3ccccc3)cc2/C=C/C(=O)OCC(=O)Nc2ccc(C#N)cc2)cc1
→ -6%	-15%	-20%	-38%	i	0%	-11%	21%	2.8%
- COc1ccc(S(=O)(=O)NCCOc2ccccc2)cc1C
→ -1%	-8%	-8%	-11%	i	-15%	-1%	-13%	-0.6%
- Cc1cc(S(=O)(=O)Nc2ccc(-c3ccc(N4CCCCCC4)nn3)cc2)c(C)cc1Cl
→ -20%	-18%	nt	-24%	?	nt	7%	nt	0.3%
- COc1ccc(C2(c3ccc(OC)cc3)NC(=O)N(CC(=O)NC3(C#N)CCCC3)C2=O)cc1
→ 9%	-1%	3%	8%	i	-3%	2%	-10%	0.0%
- CN(CC(=O)Nc1ccccc1Cl)C(=O)COC(=O)c1ccc(-c2ccc(O)cc2)cc1
→ -8%	0%	17%	2%	?	-2%	?	3%	3.9%
